From PubChem BioAssay
H69AR growth 86K – proliferation blockers of H69AR lung cancer cells, primary screen, cell-based, human, 86K library. H69AR lung tumor viability, ATP luminescence, 72 h; stronger effect = lower value. viability, % at 10 µM. 85,000 compounds, 6% hits. AID 598, 2007;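 active means viability at or below 40%; inactive means viability above 40%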;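 further: multidrug resistant small cell line overexpressing MRP-1 efflux transporter; 100% = mean luminescence of untreated control wells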
sEH inhibitor – soluble epoxide hydrolase inhibitors, primary screen, biochemical, human sEH; 91,000 compounds, 0.34% hits; recombinant human sEH enzymatic activity assay; inhibition, % at 2 µM; in the data active means inhibition above about 80%; further: values of inactives mirror those of a sister screen read the other way; many of its hits are not listed in these tables
Target sequence (P34913 whole entry, looked up): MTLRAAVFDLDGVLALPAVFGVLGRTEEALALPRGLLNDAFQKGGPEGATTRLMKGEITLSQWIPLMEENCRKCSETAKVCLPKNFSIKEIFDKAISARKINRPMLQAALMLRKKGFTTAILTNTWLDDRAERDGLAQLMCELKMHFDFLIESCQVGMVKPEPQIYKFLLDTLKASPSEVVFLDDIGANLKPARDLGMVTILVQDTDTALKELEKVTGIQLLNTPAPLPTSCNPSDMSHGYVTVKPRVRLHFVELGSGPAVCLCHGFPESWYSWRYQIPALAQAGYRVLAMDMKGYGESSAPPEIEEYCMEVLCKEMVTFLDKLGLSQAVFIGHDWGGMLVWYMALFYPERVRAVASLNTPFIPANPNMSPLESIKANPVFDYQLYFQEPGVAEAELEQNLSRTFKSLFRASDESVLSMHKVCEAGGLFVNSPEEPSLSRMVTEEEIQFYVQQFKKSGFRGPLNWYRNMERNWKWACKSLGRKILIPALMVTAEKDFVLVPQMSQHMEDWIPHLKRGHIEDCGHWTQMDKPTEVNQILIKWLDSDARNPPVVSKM
HUVEC inhibit – inhibitors of HUVEC proliferation, primary screen, cell-based, 384-well | 86,000 compounds, 1.1% hits | AID 648, 2007 | CellTiter-Glo luminescence, 72 h; stronger effect = lower value | viability, % at 10 µM (by protocol);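 active means viability at or below 30%; inactive means viability above 30%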;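 further: 100% = median luminescence of DMSO-only cell control wells on each plate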
PostGolgi ctrl – growth inhibition of yeast control strain, primary screen, counter-screen for post-Golgi transport modulator project | efflux-deficient yeast background strain, growth absorbance A615, 16 h | inhibition, % at 10 µM | 98,000 compounds, 5% hits | AID 738, 2007; in the data active means inhibition above about 30%
Lung fibro prol – antiproliferative effect on LL 47 fibroblasts – human, LL 47 cells, CellTiter-Glo luminescence, primary screen; LL 47 human lung fibroblast viability, ATP luminescence; stronger effect = lower value; viability, % at 10 µM; 85,000 compounds, 1.1% hits; AID 719, 2007;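 active means viability at or below 50% in the single dose screen; inactive means viability above 50%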;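 further: compound exposure lasted 72 h before the ATP readout; 100% = median luminescence of untreated cell-only wells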
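Test system: LL 47 human lung fibroblasts / Quantity: 1,150 cells in each well / Medium: IMEM growth medium with 15% fetal bovine serum / Incubation: 72 h compound exposure at 37 °C after overnight plating / Detection: CellTiter-Glo luminescence measuring cellular ATP / Read-out: % viability versus median cells-only luminescence / Benchmarks: cell-only wells, no compound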
sEH act – soluble epoxide hydrolase activators, primary screen, biochemical, human sEH; AID 717, 2007; purified human sEH enzymatic activity, activator screen; activation, % at 2 µM; 91,000 compounds, 0.04% hits; in the data active means activation above about 37%; further: values of inactives mirror those of a sister screen read the other way
PTPN22 act – LYP phosphatase activators, primary screen, biochemical, DiFMUP fluorescence, 2 µM | Tyrosine-protein phosphatase non-receptor type 22 (Homo sapiens), Q9Y2R2 | recombinant LYP; 0 = plate median, 100 = signal doubled | activation, % at 2 µM | 96,000 compounds, 0.11% hits | AID 697, 2007;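 active means activation at 2 µM above a set limit, the mean plus 5 SD, cut at about 37% in these data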
S1P2 antag – human S1P2 receptor antagonists, primary screen, cell-based; cell-based S1P2 antagonist assay, inhibition at 5 uM; 97,000 compounds, 0.21% hits; inhibition, % at 5 µM; AID 736, 2007; in the data active means inhibition above about 45%;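 further: CRE beta-lactamase reporter cells expressing human S1P2 stimulated with S1P; 0% = agonist at EC80 alone and 100% = agonist plus reference antagonist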
Target sequence (O95136 whole entry, looked up): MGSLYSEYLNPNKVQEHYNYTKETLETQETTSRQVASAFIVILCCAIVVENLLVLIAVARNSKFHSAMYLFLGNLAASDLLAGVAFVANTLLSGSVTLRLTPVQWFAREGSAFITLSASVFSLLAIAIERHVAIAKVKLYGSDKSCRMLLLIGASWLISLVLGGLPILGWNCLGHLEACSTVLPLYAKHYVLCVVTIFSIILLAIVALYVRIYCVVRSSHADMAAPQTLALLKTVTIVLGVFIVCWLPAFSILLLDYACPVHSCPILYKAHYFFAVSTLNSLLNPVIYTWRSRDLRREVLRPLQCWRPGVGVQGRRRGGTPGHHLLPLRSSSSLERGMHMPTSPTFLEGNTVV
S1P2 ag – S1P2 receptor agonists, primary screen, cell-based; activation, % at 4.5 µM; Sphingosine 1-phosphate receptor 2 (Homo sapiens), O95136; AID 729, 2007; S1P2-expressing cell line, agonist reporter read-out; 97,000 compounds, 0.46% hits; in the data active means activation above about 16%;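 further: 0% = vehicle low control and 100% = maximal reference agonist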
Starred values were filed as active, the others as inactive; . = no result given. This is a subset, so the mix of outcomes need not match the whole.

Second line of a record – H69AR growth 86K, sEH inhibitor, HUVEC inhibit, PostGolgi ctrl, Lung fibro prol, sEH act, PTPN22 act, S1P2 antag, S1P2 ag
Cc1cc(N2C(=O)C(=O)/C(=C(/O)c3ccccc3)C2c2cccs2)no1 (configuration not stated)
 : 95, -3, 92, 1, 106, 2, -2, 7, -5
Cc1ccc2c(c1)-c1c(cnn1CC(=O)N1CCCN(Cc3ccccc3F)C1)CO2
 : 92, ., 80, 7, 98, ., ., ., .
CCN(CCCNC(=O)c1[nH]c(C)c(C(C)=O)c1C)c1cccc(C)c1
 : 64, ., 87, -4, 94, ., 1, 11, -2
Cc1ccc(S(=O)(=O)NCCNC(=O)N2CCOCC2)cc1
 : 101, -2, 94, 7, 106, 5, 4, -13, 0
O=C(CSc1ccc(Cl)cc1)Nc1cccc(NC(=O)c2ccco2)c1
 : ., 1, ., 3, ., 0, 6, 4, -11
Cc1nn2c(c1-c1ccccc1)NC1=C(C(=O)CCC1)C2c1ccccc1 (configuration not stated)
 : 83, 24, 97, -3, 95, -22, -5, 9, -9
CCCCC1(C)Nc2ccccc2-c2nc3ccccc3n21 (configuration not stated)
 : 102, 2, 91, 3, 98, -1, 1, -12, -1
Cc1nc2c(=O)oc3ccccc3c2n1-c1ccccc1
 : 76, ., 103, 10, 95, ., ., ., .
CCCn1cc(SCC(=O)NCc2ccc3c(c2)OCO3)c2ccccc21
 : 90, 22, 105, 16, 95, -23, 2, -19, -4
COc1ccc(CN(C(=O)Cc2cccs2)C(C(=O)NC2CCCC2)c2ccncc2)cc1 (configuration not stated)
 : ., 3, ., 2, ., -5, -4, 2, -3
c1ccc(-c2nc(N3CCOCC3)c3ccccc3n2)nc1
 : 26*, ., 89, 5, 86, ., -8, 5, -7
CC1(C)CC(=O)N(CC(=O)NC2CCCC2)c2ccccc2S1(=O)=O
 : 95, ., 114, 5, 104, ., 11, -8, -4
CCOc1ccc(C(=S)NC2CCCCC2)cc1OC
 : ., 5, ., 7, ., -3, 5, 10, -3
O=C(NN1CCOCC1)c1cc(-c2cccc(Cl)c2)nc2ccccc12
 : ., -3, ., 2, ., 6, 1, 3, -5
COC(=O)c1cccc(NC(=O)NC23CC4CC(CC(C4)C2)C3)c1
 : ., -15, ., 9, ., 13, 10, -35, -2
C=CCN1C(=O)CN=C1Nc1ccc(OC)cc1OC
 : 97, 6, 98, -1, 104, -6, -2, 3, 0
COc1cccc(C(c2sc3nc(C)nn3c2O)N2CCN(c3ccccc3F)CC2)c1 (configuration not stated)
 : 90, ., 99, 5, 105, ., ., ., .
COc1ccc(N2C(=O)CC(N3CCN(C4CCc5ccccc5C4)CC3)C2=O)cc1 (configuration not stated)
 : 88, 7, 103, -3, 98, -3, 1, 5, -4
COc1ccc(C2=NOC(C(=O)Nc3cccnc3)C2)cc1 (configuration not stated)
 : 96, -19, 96, 4, 102, 18, -7, -10, -3
CCOc1cc(/C=C2\C(=O)N(c3ccc(C(N)=O)cc3)N=C2C)ccc1OC(=O)c1cccs1
 : ., 6, ., 12, ., -2, 2, -7, -6
COC(=O)c1ccccc1NC(=O)C1CC(c2ccccc2O)=NO1 (configuration not stated)
 : 74, 2, 91, 19, 97, -2, 4, -6, -4
O=C(CCSc1ccccc1)Nc1ncccn1
 : 120, 9, 80, -1, 99, -4, -2, -7, -4
COc1ccc(NS(=O)(=O)c2cccc3nsnc23)cc1OC
 : 111, 11, 100, 11, 102, -13, 1, 13, -4
Cc1cc(C)cc(NC(=O)C2CCN(c3nc(C)cc(C)n3)CC2)c1
 : 96, ., 87, 6, 97, ., ., ., .
Cc1cc(NCCCn2ccnc2)n2nc(C)c(-c3ccc(Cl)cc3)c2n1
 : 1.1*, -6, 2.3*, 26, 15*, 9, 4, -6, 12
Cc1cccc(-c2ccc(C=Nc3c(C)n(C)n(-c4ccccc4)c3=O)o2)c1
 : 90, ., 82, 1, 99, ., -2, 23, -6
Cc1ccc2nc(-c3cccc(NC(=O)c4ccc5c(c4)OCCO5)c3)oc2c1
 : 88, 4, 46, 3, 102, -5, -5, 13, -5
CC(=O)c1ccc(N2C(=O)C3C(C2=O)C(C(=O)c2ccc(Cl)cc2)N2CCCC32)cc1 (configuration not stated)
 : 91, 3, 91, 0, 89, -2, 4, 12, -4
CC(C)(C)c1ccc(S(=O)(=O)n2c(CN3CCOCC3)nc3ccccc32)cc1
 : 103, 1, 112, 5, 90, -2, 0, -13, -3
CCCCN1CC(O)=C(c2nc3ccccc3s2)C1=N
 : 90, ., 98, 7, 105, ., ., ., .
COC(=O)c1c(NC(=O)CCCC(=O)O)sc(C)c1C
 : 106, ., 98, 2, 103, ., ., ., .
O=C(O)CC1C(=O)NCCN1C/C=C/c1ccccc1 (configuration not stated)
 : ., -8, ., 18, ., 8, 9, 1, -5
Cc1ccc(C2NC(=O)NC(O)(C(F)(F)F)C2C(=O)c2ccccc2)o1 (configuration not stated)
 : 90, 7, 99, ., 91, -3, -1, 2, -3
CC(=O)Nc1ccc2nc(SCC(=O)O)sc2c1
 : 94, 6, 96, 11, 100, -5, -9, 21, -9
Cc1ccc(S(=O)(=O)CCC(=O)N2CCc3ccccc32)cc1
 : 83, 22, 90, 10, 81, -21, 6, -8, 42*
CC(C)c1ccc(/C=C/C(=O)NNC(=O)c2cccnc2)cc1
 : ., -3, ., 0, ., 5, -9, 23, -7
COc1ccccc1CCNC(=O)CCn1c(=O)oc2ccccc21
 : 91, ., 98, 16, 98, ., -11, 6, -5
Cc1ccc(N2CN=c3s/c(=C\c4ccccn4)c(=O)n3C2)cc1
 : 73, 5, 97, -2, 103, -4, 0, 4, -1
C=CCn1c(SCC(=O)NC2CCCCC2)nnc1C(C)NC(=O)c1cccs1 (configuration not stated)
 : 86, 2, 96, 18, 101, -4, 6, 2, -3
Oc1ccc(N2CCN(C(c3cccs3)c3nnnn3CCc3ccccc3)CC2)cc1 (configuration not stated)
 : ., 12, ., 35*, ., -14, -12, 17, -3
COc1ccc(CCNC(=S)Nc2cc(C)ccc2C)cc1
 : 78, 8, 68, -2, 90, -9, 9, -19, -2
O=C(c1cccnc1)N1CCc2ccccc21
 : 72, -6, 85, 0, 94, 8, 4, 17, -2
O=C1C=C(c2ccccc2)CC(c2cccs2)C1n1cnc([N+](=O)[O-])c1 (configuration not stated)
 : 79, 0, 97, 5, 90, 0, -3, 3, -4
CCOc1ccc(N2C(=O)CC(NC3CCCCNC3=O)C2=O)cc1 (configuration not stated)
 : 98, -3, 99, ., 96, 6, -1, -5, -8
CN1CCN(S(=O)(=O)c2ccc(Sc3nnc(-c4cccs4)n3-c3ccccc3)nc2)CC1
 : 79, 0, 99, 8, 88, -2, -6, 5, -6
CC1OC(Nc2ccc(OC(F)(F)F)cc2)C(O)C(O)C1O (configuration not stated)
 : 98, 4, 97, 29, 93, 0, -1, 24, -4
Brc1ccc(OCc2ccccc2)c(CNCc2ccncc2)c1
 : ., 2, ., 95*, ., 0, 4, -23, -6
O=C1CSC(c2ccccn2)N1c1ccc(Cl)c(Cl)c1 (configuration not stated)
 : 100, -1, 92, -7, 97, 4, -11, 8, -6
CCOC(=O)c1c(NC(=O)CSc2n[nH]c(N)n2)sc(CC)c1C
 : 42, ., 79, -5, 99, ., ., ., .
Cn1c(SCC(=O)Nc2nc3c(s2)CCCC3)nnc1-c1ccccc1
 : 76, -11, 89, 9, 92, 11, 5, 14, -2
Cc1ccc(Cn2nnc3c(=O)[nH]c(C4CCCN(C(=O)Nc5ccc(F)cc5F)C4)nc32)cc1 (configuration not stated)
 : 85, 5, 75, 8, 99, -6, -4, 1, -4
CCCn1c(N2CCN(CC(=O)Nc3ccc4c(c3)OCCO4)CC2)nc2ccccc21
 : 73, 2, 112, 7, 98, -4, 17, 3, 2
Cc1ccc(C(=O)NCC2CCCO2)cc1N1CCCC1=O (configuration not stated)
 : 91, -22, 98, 5, 103, 21, 2, 2, -3

Some of the entries above in a different format.
Compound,H69AR growth 86K,sEH inhibitor,HUVEC inhibit,PostGolgi ctrl,Lung fibro prol,sEH act,PTPN22 act,S1P2 antag,S1P2 ag
Oc1ccc(N2CCN(C(c3cccs3)c3nnnn3CCc3ccccc3)CC2)cc1 (configuration not stated),.,12,.,35*,.,-14,-12,17,-3
COc1ccc(CCNC(=S)Nc2cc(C)ccc2C)cc1,78,8,68,-2,90,-9,9,-19,-2
O=C(c1cccnc1)N1CCc2ccccc21,72,-6,85,0,94,8,4,17,-2
O=C1C=C(c2ccccc2)CC(c2cccs2)C1n1cnc([N+](=O)[O-])c1 (configuration not stated),79,0,97,5,90,0,-3,3,-4
CCOc1ccc(N2C(=O)CC(NC3CCCCNC3=O)C2=O)cc1 (configuration not stated),98,-3,99,.,96,6,-1,-5,-8
CN1CCN(S(=O)(=O)c2ccc(Sc3nnc(-c4cccs4)n3-c3ccccc3)nc2)CC1,79,0,99,8,88,-2,-6,5,-6
CC1OC(Nc2ccc(OC(F)(F)F)cc2)C(O)C(O)C1O (configuration not stated),98,4,97,29,93,0,-1,24,-4
Brc1ccc(OCc2ccccc2)c(CNCc2ccncc2)c1,.,2,.,95*,.,0,4,-23,-6
O=C1CSC(c2ccccn2)N1c1ccc(Cl)c(Cl)c1 (configuration not stated),100,-1,92,-7,97,4,-11,8,-6
CCOC(=O)c1c(NC(=O)CSc2n[nH]c(N)n2)sc(CC)c1C,42,.,79,-5,99,.,.,.,.
Cn1c(SCC(=O)Nc2nc3c(s2)CCCC3)nnc1-c1ccccc1,76,-11,89,9,92,11,5,14,-2
Cc1ccc(Cn2nnc3c(=O)[nH]c(C4CCCN(C(=O)Nc5ccc(F)cc5F)C4)nc32)cc1 (configuration not stated),85,5,75,8,99,-6,-4,1,-4
CCCn1c(N2CCN(CC(=O)Nc3ccc4c(c3)OCCO4)CC2)nc2ccccc21,73,2,112,7,98,-4,17,3,2
Cc1ccc(C(=O)NCC2CCCO2)cc1N1CCCC1=O (configuration not stated),91,-22,98,5,103,21,2,2,-3

Some of the entries so far, with each value named:
> Brc1ccc(OCc2ccccc2)c(CNCc2ccncc2)c1
- H69AR growth 86K: .
- sEH inhibitor: 2
- HUVEC inhibit: .
- PostGolgi ctrl: 95*
- Lung fibro prol: .
- sEH act: 0
- PTPN22 act: 4
- S1P2 antag: -23
- S1P2 ag: -6

> O=C1C=C(c2ccccc2)CC(c2cccs2)C1n1cnc([N+](=O)[O-])c1 (configuration not stated)
- H69AR growth 86K: 79
- sEH inhibitor: 0
- HUVEC inhibit: 97
- PostGolgi ctrl: 5
- Lung fibro prol: 90
- sEH act: 0
- PTPN22 act: -3
- S1P2 antag: 3
- S1P2 ag: -4
